TDP1 inh: qHTS Assay for Inhibitors of Tyrosyl-DNA Phosphodiesterase (TDP1); Tyrosyl-DNA phosphodiesterase 1 (Homo sapiens), Q9NUW8; recombinant TDP1, AlphaScreen DNA substrate cleavage; Potency, µM (titrated, usually from 130 µM), without a hit: at the top dose activity change, negative = inhibition, hits mostly inhibitors; 350,000 compounds, 0.28% hits; AID 485290, 2010; note: nearly all actives have a fitted effect of over 40% in size
Target sequence (Q9NUW8 whole entry, looked up): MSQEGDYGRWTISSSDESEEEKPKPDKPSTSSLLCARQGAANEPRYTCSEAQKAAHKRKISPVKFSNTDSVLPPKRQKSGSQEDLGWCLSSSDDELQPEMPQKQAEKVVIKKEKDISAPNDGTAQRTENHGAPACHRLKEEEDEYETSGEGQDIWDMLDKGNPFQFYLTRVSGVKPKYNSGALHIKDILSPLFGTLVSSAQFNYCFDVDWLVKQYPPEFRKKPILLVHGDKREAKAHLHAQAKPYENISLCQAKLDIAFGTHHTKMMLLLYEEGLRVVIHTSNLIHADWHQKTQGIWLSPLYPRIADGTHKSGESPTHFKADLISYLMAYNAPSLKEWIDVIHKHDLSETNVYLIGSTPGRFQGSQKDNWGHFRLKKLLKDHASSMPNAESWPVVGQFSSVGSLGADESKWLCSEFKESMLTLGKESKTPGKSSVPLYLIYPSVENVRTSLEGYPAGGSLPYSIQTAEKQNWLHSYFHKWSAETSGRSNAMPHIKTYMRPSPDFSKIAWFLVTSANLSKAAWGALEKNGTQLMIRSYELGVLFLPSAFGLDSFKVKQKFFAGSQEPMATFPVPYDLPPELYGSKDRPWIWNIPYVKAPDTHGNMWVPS
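Here, a 5' biotin and 3' phosphotyrosine-FITC DNA oligonucleotide reports Tdp1 activity: intact substrate bridges AlphaScreen beads, while cleavage leaves a 3' phosphate and drops signal. All incubations at room temperature.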
TDP1 cell noCPT: qHTS for Inhibitors of human tyrosyl-DNA phosphodiesterase 1 (TDP1): qHTS in cells in absence of CPT; DT40 Tdp1-/- hTDP1 cells, no CPT, ATP luminescence, 48 h; Potency, µM (doses to about 46.2 µM), for inactives: at the top dose activity change, negative = growth inhibition, actives largely listed as inhibitors; AID 686978, 2013; 420,000 compounds, 15% hits; note: nearly all actives have a fitted effect of over 55% in size
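Compound effects on proliferation are scored in DT40 Tdp1-/-;hTDP1 cells in the absence of CPT. ATP levels (CellTiter-Glo luminescence) are recorded after a ≥48 hr, 37 °C incubation.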
N370S GC: qHTS Assay for Inhibitors and Activators of N370S glucocerebrosidase as a Potential Chaperone Treatment of Gaucher Disease; AID 2101, 2009; Lysosomal acid glucosylceramidase (Homo sapiens), P04062; Potency, µM (top dose mostly 59.4 µM), for the others: top-dose activity change, negative = inhibition, usual class: inhibitors; 330,000 compounds, 0.092% hits; N370S GC spleen homogenate, 4MU-glucoside fluorescence;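 note: 0% = full enzyme activity and -100% = no enzyme basal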
Numbers without * were called inactive; u = inconclusive; x = not tested or not shown; & = joins results of further samples; [ ] = dose if it differs, or a comment. Calls come from the whole dose curve; as a rule, active = well fitted curve in the direction sought with a large enough effect; inconclusive = small, poorly fitted or top-dose-only effect, or another doubt; inactive = no such curve, though single readings can be large; an effect the other way counts as inactive or inconclusive. Unless noted, % is set by controls: 0 for no effect and ±100 for the full control effect; potency is the fitted concentration of half-maximal effect.

SMILES	TDP1 cell noCPT	N370S GC	TDP1 inh
Cc1ccc(OCCSc2nnc(-c3cccs3)o2)cc1	u	x	-14%
CCCSc1ccc2nc(-c3ccccc3)cn2c1	16µM*	-3%	3%
CCC(CC)NC(=O)c1cc2c(C)nn(Cc3ccccc3Cl)c2s1	u	17%	7%
COc1ccc(S(=O)(=O)NC(C)C(=O)Nc2ccc3c(c2)OCO3)cc1OC (stereo not drawn)	-4%	4%	7%
O=c1[nH]cnc2c1cnn2Cc1ccccc1	0%	1%	3%
CC1CCN(S(=O)(=O)c2ccc(C(C)C)cc2)CC1	u	-4%	0%
O=C(CCn1nnc(-c2cccs2)n1)NC1CCCCC1	-10%	1%	6%
CC1CCN(c2ccc([N+](=O)[O-])cc2C(=O)O)CC1	-13%	-10%	-3%
CC1CN(C(=S)Nc2cccc(Cl)c2Cl)CC(C)O1 (stereo not drawn)	21%	10%	1%
O=C(CS(=O)c1cccc(Cl)c1)Nc1ccccc1Cl (stereo not drawn)	10%	-4%	0%
O=C(COc1ccc(C(F)(F)F)cc1[N+](=O)[O-])Nc1cccc(C(F)(F)F)c1	-16%	-2%	3%
Cc1cc(C(=O)CN2C(=O)c3ccccc3S2(=O)=O)c(C)n1-c1ccccc1	23µM*	9%	6%

Among those listed so far, these contain an aryl thioether with sulfur outside any ring.
SMILES	TDP1 cell noCPT	N370S GC	TDP1 inh
Cc1ccc(OCCSc2nnc(-c3cccs3)o2)cc1	u	x	-14%
CCCSc1ccc2nc(-c3ccccc3)cn2c1	16µM*	-3%	3%

Further structures.
SMILES	TDP1 cell noCPT	N370S GC	TDP1 inh
O=C(O)CSc1c(-c2ccccc2)[nH]c2ccccc12	2%	5%	0%
COc1ccc(NC(=O)N(Cc2ccc3c(c2)OCO3)C2CC(=O)N(c3ccc(OC)cc3)C2=O)cc1 (stereo not drawn)	u	x	4%
O=C(Nc1nnc(-c2ccncc2)s1)Nc1ccccc1F	u	-8%	0%
O=C(CCn1c(=O)c2sccc2n(Cc2ccc(F)cc2Cl)c1=O)NCc1ccc2c(c1)OCO2	-20%	x	2%
COc1cccc(N(CC(=O)N2CCC(C)CC2)S(=O)(=O)c2ccc(C)cc2)c1	15µM*	x	4%[12.3 µM]
CC(=O)c1c(C)[nH]c(C(=O)OCc2cc(-c3ccco3)on2)c1C	-22%	x	-1%
CSc1ccccc1OCc1cc(C(=O)N(C)Cc2nonc2C)no1	u	-12%	2%[56.1 µM]
CCCCn1cc([N+](=O)[O-])nc1C	-16%	4%	-1%
O=C(CCCn1cnc([N+](=O)[O-])n1)Nc1cccc2ccccc12	-5%	6%	6%
COc1ccc(S(=O)(=O)NCCc2csc(-c3cccnc3)n2)cc1	-29%	-2%	3%
Cn1nc2c(c1C(=O)O)CCCC2	-7%	6%	x
COc1ccc(OC)c(S(=O)(=O)NCc2cccn2Cc2cccc(C)c2)c1	u	x	6%

19 entries from above, sorted by length of the SMILES, highest first:
SMILES	TDP1 cell noCPT	N370S GC	TDP1 inh
COc1ccc(NC(=O)N(Cc2ccc3c(c2)OCO3)C2CC(=O)N(c3ccc(OC)cc3)C2=O)cc1 (stereo not drawn)	u	x	4%
O=C(CCn1c(=O)c2sccc2n(Cc2ccc(F)cc2Cl)c1=O)NCc1ccc2c(c1)OCO2	-20%	x	2%
O=C(COc1ccc(C(F)(F)F)cc1[N+](=O)[O-])Nc1cccc(C(F)(F)F)c1	-16%	-2%	3%
COc1cccc(N(CC(=O)N2CCC(C)CC2)S(=O)(=O)c2ccc(C)cc2)c1	15µM*	x	4%[12.3 µM]
Cc1cc(C(=O)CN2C(=O)c3ccccc3S2(=O)=O)c(C)n1-c1ccccc1	23µM*	9%	6%
COc1ccc(S(=O)(=O)NC(C)C(=O)Nc2ccc3c(c2)OCO3)cc1OC (stereo not drawn)	-4%	4%	7%
COc1ccc(OC)c(S(=O)(=O)NCc2cccn2Cc2cccc(C)c2)c1	u	x	6%
O=C(CCCn1cnc([N+](=O)[O-])n1)Nc1cccc2ccccc12	-5%	6%	6%
COc1ccc(S(=O)(=O)NCCc2csc(-c3cccnc3)n2)cc1	-29%	-2%	3%
CCC(CC)NC(=O)c1cc2c(C)nn(Cc3ccccc3Cl)c2s1	u	17%	7%
CC1CCN(c2ccc([N+](=O)[O-])cc2C(=O)O)CC1	-13%	-10%	-3%
CC1CCN(S(=O)(=O)c2ccc(C(C)C)cc2)CC1	u	-4%	0%
CC1CN(C(=S)Nc2cccc(Cl)c2Cl)CC(C)O1 (stereo not drawn)	21%	10%	1%
O=C(CCn1nnc(-c2cccs2)n1)NC1CCCCC1	-10%	1%	6%
Cc1ccc(OCCSc2nnc(-c3cccs3)o2)cc1	u	x	-14%
CCCSc1ccc2nc(-c3ccccc3)cn2c1	16µM*	-3%	3%
O=c1[nH]cnc2c1cnn2Cc1ccccc1	0%	1%	3%
CCCCn1cc([N+](=O)[O-])nc1C	-16%	4%	-1%
Cn1nc2c(c1C(=O)O)CCCC2	-7%	6%	x

More records follow.
SMILES	TDP1 cell noCPT	N370S GC	TDP1 inh
CCn1c(=O)c(=O)n(CC)c2cc(S(=O)(=O)Nc3cc(C)ccc3C)ccc21	0%	-9%	5%
Cc1ccc2nc(-c3ccc(NC(=S)NC(=O)C(C)C)cc3)sc2c1	-13%	2%	-3%
COc1ccccc1N1CCN(CC(=O)NC(=O)NCc2ccco2)CC1	-6%	1%	5%
Cc1ccc(-c2ocnc2C(=O)Nc2ccccc2C(=O)N2CCCC2)cc1	u	-4%	x
COC(=O)c1cc(NC(=O)Cc2cccs2)cc(C(=O)OC)c1	-10%	-5%	x
COCCCNC(=O)c1c(NC(=O)c2cccs2)sc2c1CCCC2	u	8%	-3%
Oc1ccc2c(c1-c1c(O)c(Br)cc3c1CCCC3)CCCC2	x	-4%	5%
Oc1c(C(c2ccccc2)N2CCc3ccccc3C2)sc2ncnn12 (stereo not drawn)	u	5%	3%
Cn1c(=O)c(/C=C/c2ccccc2)nc2ccccc21	16µM*	10%	x
Cc1nnc2c3ccccc3nc(Nc3ccc(F)cc3Cl)n12	-28%	x	6%
Cc1ccc(NC2CCCN(C(=O)CN3C(=O)c4ccccc4C3=O)C2)cc1C (stereo not drawn)	-3%	0%	7%
CC(=O)N1CCN(c2nc3c(C)ccc(Cl)c3s2)CC1	u	x	8%

The list goes on.
SMILES	TDP1 cell noCPT	N370S GC	TDP1 inh
Cc1ccc(S(=O)(=O)N2CCCOC2)cc1	-9%	6%	1%
Cc1ccc2c(c1)N(CC(=O)NC1CCCCC1C)C(=O)CO2 (stereo not drawn)	1%	-21%	1%
c1cc2[nH]snc2c2nc(C3CC3)nc12	13µM*	7%	2%
COc1ccc(OC)c(S(=O)(=O)NCCc2cn3ccsc3n2)c1	-1%	9%	8%
O=C(CCC(=O)N1CCOc2ccccc21)N1CCCCC1	-23%	-1%	x
C=CCNC(=S)Nc1nc2c(cc1C(=O)OCC)COC(C)(C)C2	-11%	2%	0%
CCOc1cccc2c1OC1(C)CC2NC(=O)N1c1cccc(C(=O)NCc2ccccn2)c1 (stereo not drawn)	-9%	-1%	4%
C/C(=N\NC(=O)c1nn(C)c(C)c1Br)c1cccc(NC(=O)c2ccc(F)cc2)c1	16µM*	10%	3%
O=C1NC(=O)C2(CCCc3ccccc32)N1 (stereo not drawn)	-11%	-2%	4%
O=C(COC(=O)C1=COCCO1)Nc1ncc(C(F)(F)F)cc1Cl	-4%	2%[2.35 µM]	5%
CC/C(CC(=O)C(F)(F)F)=N\NC(=O)/C(C#N)=C/N(C)C	8%	23%	-5%
COC(=O)c1ccc(NC(=O)CN(c2cccc(C(F)(F)F)c2)S(C)(=O)=O)cc1	4.6µM*	x	1%

Carrying on.
SMILES	TDP1 cell noCPT	N370S GC	TDP1 inh
CCC/C(=N\NC(=O)C1CC1)c1ccc(Br)cc1	17%	1%	x
CC(C)Cn1c(N)c(C(=O)COC(=O)c2c(F)cccc2F)c(=O)n(C)c1=O	-13%	5%	1%
COc1cccc(N(C(=O)CNC(=O)c2ccco2)C(C(=O)NC2CCCC2)c2cccnc2)c1 (stereo not drawn)	-6%	-13%	11%
Cc1ccc(C2/C(=C(/O)c3ccc4c(c3)CC(C)O4)C(=O)C(=O)N2CCCn2ccnc2)cc1 (stereo not drawn)	-10%	-12%	7%
CCc1ccc(NC(=O)c2cc(C)nn2-c2ccccc2)cc1	u	1%	3%
NC(=O)CSc1nnc(-c2cccc(S(=O)(=O)N3CCOCC3)c2)n1C1CCCCCC1	7.3µM*	-1%	-1%
CCC(CO)NCCNC(CC)CO (stereo not drawn)	5%&-4%	3%&-2%	5%
CCCOC(=O)Nc1cc(OC)c(Cl)cc1OC	-9%	5%	0%
Cc1nnc(NC(=O)C2(c3ccccc3)CCOCC2)s1	-4%	2%	-2%
COc1ccc(Cn2c(=O)sc3ccccc3c2=O)cc1	-23%	u	x
COCCNC(=O)c1cc2n(n1)CCCN(Cc1ccc(C)cc1)C2=O	-4%	x	1%
Cc1cc(Cn2nc(-c3ccccc3C)cc2C(=O)O)on1	11%	x	1%

(more compounds)
SMILES	TDP1 cell noCPT	N370S GC	TDP1 inh
O=c1oc(/C=C/c2ccccc2)nc2ccccc12	-24%	4%	-3%
O=c1[nH]cnc2ccsc12	-5%	-14%	1%
O=C(COc1ccccc1Br)N1CCN(C(=O)c2ccco2)CC1	18%	1%	5%
CC(CCc1ccc(O)cc1)NCCc1ccc(O)c(O)c1 (stereo not drawn)	15µM*	2%&-17%	10%[56.1 µM]
CC(=O)c1ccc(-c2nnc(CCC(=O)N(C)Cc3cccc4cnccc34)o2)s1	-26%	10%	x
O=C(CSc1ccccc1)Nc1cccc(S(=O)(=O)N2CCCC2)c1	4%	4%	3%
Cc1ccc(NC(=O)Nc2c(Cl)cccc2Cl)cn1	10µM*	u	-2%
CCN1CCN(c2ccc(S(=O)(=O)N3CCCCC3)cc2NC(=O)/C=C/c2cc(OC)ccc2OC)CC1	u	-15%	1%
O=C1OC(CO)CN1Cc1ccccc1 (stereo not drawn)	-16%	1%	x
CCOC(=O)c1ccc(N/C=C/C(=O)c2ccccc2)cc1	-14%	8%	3%
O=C(c1ccc(CS(=O)Cc2ccccc2Cl)o1)N1CCN(c2cccc(Cl)c2)CC1 (stereo not drawn)	u	25%	9%
Cc1ccccc1C(=O)c1cccn1CC(=O)NC(C)CCc1ccccc1 (stereo not drawn)	0%	-5%	2%

More entries.
SMILES	TDP1 cell noCPT	N370S GC	TDP1 inh
COc1cc(C(=O)Nc2ccc(NC(=O)C(C)C)nc2)cc(OC)c1OC	17%	-8%	3%
C=CCn1c(=O)c(C(=O)NCc2ccc(Cl)cc2)c(O)c2ccccc21	23µM*	-6%	-8%
O=C(CN1CCSCC1)N/N=C/c1ccc(F)cc1F	-7%	9%	1%
CC(C)(C)NCCCCOc1ccccc1F	-4%	15%	-5%
CSc1ccc(COC(=O)c2cc([N+](=O)[O-])ccc2N2CCOCC2)cc1	0.026µM*	u	8%
Cc1ccc(N(Cc2cc(=O)[nH]c3ccccc23)C(=O)CCl)c(C)c1	15µM*	-7%	x
Cc1ccc(-c2noc(CN(C(=O)COc3cc(C)cc(C)c3C)C(C)C)n2)cc1	u	x	1%
COCCNC(=O)C1CC(=O)N(CCc2ccccc2)C1 (stereo not drawn)	-11%	4%	2%
COc1ccc(NC(=O)CSCC(=O)N2CCN(c3cccc(C(F)(F)F)c3)CC2)cc1	15µM*	x	1%
CCCCn1c(N)c(N(CC(C)C)C(=O)c2c(-c3ccccc3)noc2C)c(=O)[nH]c1=O	-1%	x	0%
O=C(CN1CCN(Cc2ccccc2Cl)CC1)N/N=C/C=C/c1ccco1	u	-16%	4%
Cc1ccc(CN2CCCN(Cc3ccc(F)cc3Cl)S2(=O)=O)cc1	-19%	14%	x

(next part)
SMILES	TDP1 cell noCPT	N370S GC	TDP1 inh
CC1CC(C)CN(C(=O)CN2C(=O)NC(C)(C)C2=O)C1 (stereo not drawn)	-20%	-6%	2%
CCc1cccc(N2C(=O)N(CC(=O)NCc3cccc(OC)c3OC)c3ccccc3S2(=O)=O)c1	u	x	4%
CCOc1cc(C2c3c(oc4ccccc4c3=O)C(=O)N2c2ccccn2)ccc1O (stereo not drawn)	-8%	x	0%
CCc1cc2cc(C)cc(C)c2nc1SCC(=O)N1CCN(C(=O)c2ccco2)CC1	u	-3%	4%

An excerpt; the hit share may differ from the screen's.
